# From PubChem
# TRAIL sens C8 – sensitizes caspase-8 expressing cells to TRAIL | AID 624354 | 360,000 tested, 1% active | NB7+C8 cells + TRAIL, ATPlite viability luminescence | inhibition (viability loss, TRAIL sensitization), % at 10 µM;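 active = compounds causing at least 50% loss of cell viability in the single-dose screen, relative to plate controls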
# NR2E3 ag-1 – human photoreceptor-specific nuclear receptor agonism. Q9Y5X4. CHO-S Gal4-NCOR/VP16-NR2E3 two-hybrid, luciferase. inhibition of corepressor binding, % at 3.98 µM. 360,000 tested, 0.35% active. AID 602229;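 active = inhibition above the mean of all tested compounds plus 3 SD, cut at about 70% in these data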;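 also: 0% = DMSO with NR2E3 transfected cells and 100% = cells lacking NR2E3 construct; higher means lower luciferase signal from less NR2E3 corepressor binding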
# Target sequence (Q9Y5X4 whole entry, looked up, the tested form may be a part): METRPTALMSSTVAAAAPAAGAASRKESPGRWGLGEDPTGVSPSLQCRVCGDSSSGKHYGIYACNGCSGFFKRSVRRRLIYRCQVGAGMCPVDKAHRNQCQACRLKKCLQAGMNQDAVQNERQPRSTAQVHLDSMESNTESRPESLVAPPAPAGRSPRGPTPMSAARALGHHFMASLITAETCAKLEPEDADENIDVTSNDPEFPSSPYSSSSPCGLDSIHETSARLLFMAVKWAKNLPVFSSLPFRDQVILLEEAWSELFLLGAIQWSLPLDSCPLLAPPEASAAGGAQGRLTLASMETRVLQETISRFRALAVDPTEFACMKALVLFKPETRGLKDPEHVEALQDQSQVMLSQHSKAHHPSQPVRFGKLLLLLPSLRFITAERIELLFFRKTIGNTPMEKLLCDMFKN
# NR2E3 ag-2 – agonists of human nuclear receptor NR2E3; Q9Y5X4; GST-NR2E3/biotin-RetCOR TR-FRET, 1536-well; inhibition of corepressor binding, % at 4.78 µM; 320,000 tested, 0.12% active; AID 2300;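 active = percent inhibition above the cutoff of mean plus 3 SD of all tested compounds, set per screening campaign, cut at about 20% in these data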;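 also: 0% = DMSO wells and 100% = biotin wells as full block of FRET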
#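 System: GST-NR2E3 and biotin-RetCOR proteins; probe or stimulus: 7 nM biotin-RetCOR; doses: compound at 4.8 µM, single dose; schedule: Compound–protein incubation for 5 h at 4 °C; detection: time-resolved FRET; read-out: percent inhibition; controls: biotin wells as high control, 0.6% DMSO wells as low control; format: 1536-well plates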
# KKLEB cytotox – reduces viability of KKLEB cystic fibrosis airway cells; activity change (cytotoxicity), % at 5 µM; 360,000 tested, 0.36% active; KKLEB CF airway cells viability, ATPlite luminescence, overnight; active compounds read low; cells stimulated with P. aeruginosa culture filtrate;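 active = corrected activity change at or below -50% at 5 µM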
# Shn3 3UTR inh – Schnurri-3 reporter inhibition in Clone20 osteoblasts. Clone20 osteoblast Shn3 3'UTR firefly luciferase, 24 h. inhibition, % at 12.5 µM. 360,000 tested, 0.52% active. AID 588674;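 active = mean inhibition of at least 75% with every replicate also reaching 75%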;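 also: 0% = median of neutral control wells and 100% = pilot-screen positive control compound; some compounds past the cut are filed as inactive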
# HIF-2a inh – HIF-2a inhibition. 786-0 RCC cells HIF-2a reporter, luciferase luminescence, overnight. inhibition, % at 18.8 µM. 360,000 tested, 0.72% active;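 active = inhibition of the luminescence signal of 40% or more relative to plate controls, in a single-dose primary screen at 18.75 µM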
# Peg3 prom inh – inhibitors of Peg3 promoter; HeLa PEG-Prom luciferase reporter, luminescence, overnight; inhibition, % at 20 µM; 360,000 tested, 1.7% active; AID 588405;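 active = inhibition of at least 50% at 20 µM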
# TROY NFkB inh – blocks TROY-dependent signaling in reporter cells; Q293 LMP1-TROYcd NF-kB luciferase reporter, 4 h; inhibition, % at 10 µM; 360,000 tested, 0.98% active; AID 1347056;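 active = compounds whose plate-normalised and pattern-corrected inhibition of the luciferase reporter signal at the single screening dose is 50% or more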
# TWEAK Fn14 block – TWEAK-Fn14 signaling inhibition. TWEAK-stimulated Fn14 reporter cells, luciferase luminescence, 8 h. 360,000 tested, 2% active. inhibition, % at 10 µM; in the data active = inhibition above about 50%
# MITF TRPM1 inh – inhibitors of MITF-driven TRPM1 promoter in melanoma cells; 330,000 tested, 0.83% active; SK-MEL-5 TRPM1 promoter luciferase, 24 h; inhibition, % at 12.5 µM;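 active = mean inhibition across replicates of 60% or more, whatever share of single replicates reaches that level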; also: values of inactives mirror those of a sister screen read the other way
# CF NFkB inh – blocks PAF-induced NF-kB reporter in cystic fibrosis cells | inhibition, % at 5 µM | KKLEB NF-kB-GFP reporter, GFP fluorescence overnight | 360,000 tested, 0.86% active;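 active = at least 50% inhibition at 5 µM, scaled per plate between neutral and stimulator controls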;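 also: PAF is a Pseudomonas aeruginosa culture filtrate used as stimulus; plate controls were PAF-stimulated DMSO wells for no effect and unstimulated DMSO wells for full effect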
# An asterisk follows results filed as active; · = no result given. The list is partial (hit frequency here may not be typical).
SMILES,TRAIL sens C8,NR2E3 ag-1,NR2E3 ag-2,KKLEB cytotox,Shn3 3UTR inh,HIF-2a inh,Peg3 prom inh,TROY NFkB inh,TWEAK Fn14 block,MITF TRPM1 inh,CF NFkB inh
Cn1nnc2cc(C(=O)N3CCN(c4ccccn4)CC3)ccc21,-5,16,4,13,-6,9,6,8,12,-5,-19
CCCNC(=O)Cn1cccc1C(=O)c1ccccc1,-12,89*,-2,12,10,17,21,-5,5,1,-16
Cc1c(C(c2cc3c(cc2Br)OCO3)c2c(C)n(C)n(-c3ccccc3)c2=O)c(=O)n(-c2ccccc2)n1C,13,1,3,-2,6,17,3,6,64*,0,-2
CC(Sc1ncnc2c1cnn2-c1ccccc1)C(=O)Nc1ccc(N2CCOCC2)cc1 (stereo not drawn),4,35,0,-12,5,-33,-19,-14,-20,-4,4
CCOC(=O)C1(Cc2ccccc2C)CCCN(C(=O)c2ccc(CSC)o2)C1 (stereo not drawn),13,7,0,-12,8,-13,47,-8,-5,9,40
Cc1sc2nc(SCC(=O)NCCOCCO)nc(N)c2c1C,-7,-16,-1,7,0,-114,-128,-9,-21,-9,13
N#CCCN(C(=O)CSc1ccc2c(c1)OCCO2)c1ccc(F)cc1,2,-4,-5,2,-3,15,21,6,-14,3,-4
O=S1(=O)CCOC[C@H](c2ccccc2)N1Cc1cccc(Cl)c1,-2,1,2,-4,25,19,4,-6,-7,-3,-8
COc1cccc(NC(=O)CN(C)C(=O)c2ccc(OCC3CCCO3)cc2)c1 (stereo not drawn),-5,13,·,-11,-1,-7,-9,5,-9,1,1
CCOC(=O)c1cn(CC)c2cc(Cl)c([N+](=O)[O-])cc2c1=O,-5,-7,-2,-6,-15,29,-2,15,-3,-3,-18
C/C(=N\N=C1/SC(CC(=O)O)C(=O)N1c1ccccc1)c1ccc(C)cc1 (stereo not drawn),0,-55,2,-4,6,13,8,6,11,-10,0
Cn1c(N)c(C(=O)COC(=O)c2ccccc2C(=O)c2ccccc2)c(=O)n(C)c1=O,4,3,2,3,17,15,7,9,21,·,-4
Nc1nonc1-n1nnc(C(=O)N/N=C/c2ccc(Br)cc2)c1CN1CCOCC1,-2,-5,0,-2,9,3,-9,14,5,1,-6
Cn1c(=O)c2cc(NC(=O)Nc3cccnc3)ccc2n1Cc1ccc(Cl)cc1,-8,-20,·,-12,0,4,-9,-8,15,·,-11
O=C(O)Cc1sc(-c2ccccc2)nc1-c1cccs1,-2,-9,11,-2,-5,-27,-15,-28,-8,-6,18
Cc1cc(OCc2nnc(SC(C)C(=O)O)n2Cc2ccccc2)ccc1Cl (stereo not drawn),-16,18,·,-11,-10,3,-6,-6,-5,1,25
Cc1ccc(-n2c(SCC(=O)NCc3ccco3)nnc2-c2cccnc2)cc1,-5,-1,2,20,-1,-2,22,-7,-13,5,-23
COc1ccc(C(=O)/C=C/c2ccc(O)cc2)cc1,32,-25,3,2,-35,-112,-149,-35,-29,-33,3
Cn1c(SCC(=O)Nc2ccc(F)cc2)nc2c([nH]c3ccccc32)c1=O,14,-2,4,-43,19,25,43,-14,2,40,48
CN(CC(=O)Nc1c(Cl)cccc1Cl)C(=O)CCC(=O)c1ccccc1,-11,13,·,10,3,6,5,7,-8,1,5
COc1ccc(NS(=O)(=O)c2ccc(NC(=O)C3CC3)cc2)cc1,5,52,4,-1,36,14,21,29,11,20,-8
Cc1ccc(Oc2ncc(-c3ccc(Cl)cc3)cn2)cc1,-12,-10,-2,2,-20,2,5,-16,-12,-11,4
O=C(N/N=C1/CC2CCC1C2)c1cc2ccccc2cc1O (stereo not drawn),19,-40,0,-10,-10,-61,-21,-6,3,4,6
COC(=O)c1cc(-c2ccccc2)sc1NC(=O)CN1C(=O)c2ccccc2C1=O,-9,-15,4,18,17,5,11,7,-6,9,-6
Cc1nc2scc(C)n2c(=O)c1S(=O)(=O)NCc1ccccc1,-17,14,-1,1,0,3,-29,3,-1,-8,-13
CCNC(=O)C(=O)Nc1ccc(OC)c(Cl)c1,-2,4,-4,8,-6,-49,-68,-11,-29,-11,-20
Cc1ccc(S(=O)(=O)N2[C@@H](c3ccc(Cl)cc3)C(C(=O)O)=CC[C@H]2c2ccc(C(C)C)cc2)cc1,-1,70,1,2,-7,9,11,49,-5,-7,17
Cc1cccc(C(=O)NNC(=O)c2ccccc2-n2cccc2)c1,-7,-5,6,-10,-4,2,1,0,-2,-5,14
COc1ccccc1NC(=S)N1CCn2cccc2C1c1cccnc1 (stereo not drawn),7,6,2,1,1,25,6,-11,3,-1,-3
CC(=O)c1ccccc1NC(=O)COC(=O)CN1C(=O)C2CCCCC2C1=O (stereo not drawn),8,6,1,-8,-12,19,21,11,-4,7,18

# Filtered by structure, the compounds so far containing fluorine (2)
SMILES,TRAIL sens C8,NR2E3 ag-1,NR2E3 ag-2,KKLEB cytotox,Shn3 3UTR inh,HIF-2a inh,Peg3 prom inh,TROY NFkB inh,TWEAK Fn14 block,MITF TRPM1 inh,CF NFkB inh
N#CCCN(C(=O)CSc1ccc2c(c1)OCCO2)c1ccc(F)cc1,2,-4,-5,2,-3,15,21,6,-14,3,-4
Cn1c(SCC(=O)Nc2ccc(F)cc2)nc2c([nH]c3ccccc32)c1=O,14,-2,4,-43,19,25,43,-14,2,40,48

# More entries follow:
SMILES,TRAIL sens C8,NR2E3 ag-1,NR2E3 ag-2,KKLEB cytotox,Shn3 3UTR inh,HIF-2a inh,Peg3 prom inh,TROY NFkB inh,TWEAK Fn14 block,MITF TRPM1 inh,CF NFkB inh
COCCNC(=O)CSCc1cc(C)cc(C)c1,-3,3,1,-2,-11,8,6,19,0,-2,31
O=Cc1ccccc1OCCCOc1cccc2cccnc12,41,-34,1,-11,1,-160,-53,-1,5,-25,10
O=C(CCCn1c(=S)[nH]c2cc3c(cc2c1=O)OCO3)N1CCN(c2ccc(Cl)cc2)CC1,21,3,2,-1,22,25,25,58*,17,18,20
CC1(C(=O)Nc2ccc3nc[nH]c3c2)CCN1C(=O)Cc1ccc(-c2ccccc2)cc1 (stereo not drawn),13,25,·,-7,76,-3,-9,32,8,·,-3
COCCNC(=O)C1CC(c2cccc([N+](=O)[O-])c2)=NO1 (stereo not drawn),-8,-20,1,2,-19,11,6,6,-3,-7,17
O=C(C[C@@H]1C/C=C\C[C@H](Cc2ccc(F)cc2)C(=O)OC[C@H]2CCCN2C1=O)NCCO,-10,20,·,11,36,5,-12,3,5,-6,-3
CCCC(C)CO (stereo not drawn),-4,-14,0,9,-6,8,-11,-2,-12,1,-6
CN(C)S(=O)(=O)c1ccc(Cl)c(NC(=O)CNC2(C)CCS(=O)(=O)C2)c1 (stereo not drawn),-6,31,·,4,-11,16,5,-6,15,-9,-8
O=C(O)c1cc([N+](=O)[O-])cc2ccccc12,-24,-16,·,1,-16,11,5,-9,3,7,-13
CN(C(=O)COC(=O)Cc1c[nH]c2ccccc12)c1c(N)n(Cc2ccccc2)c(=O)[nH]c1=O,14,-24,3,17,-6,15,0,9,12,19,-13
O=C(c1ccc(S(=O)(=O)N2CCCC2)cc1)N1CCN(Cc2ccc3c(c2)OCO3)CC1,-8,-20,0,5,-33,0,7,1,11,5,-22
O=C(Nc1ccccc1Br)c1ccccc1-c1ccccc1,-26,-30,1,-22,-11,18,25,-15,4,13,9
COc1ccc(CNC(=O)c2ccccc2NS(C)(=O)=O)cc1,-7,17,2,20,-5,18,21,-2,6,7,4
COc1cccc(-n2nnnc2SCC(=O)NCc2ccc3c(c2)OCO3)c1,16,9,6,15,12,-13,-2,-8,81*,-5,-12
Cn1cnc(S(=O)(=O)N2CCCCC2c2cc(C(=O)Nc3ccccc3Cl)no2)c1 (stereo not drawn),-6,17,·,2,-55,-17,-23,3,-23,·,-1

# An excerpt of these results, as tab-separated lines.
canonical_smiles	TRAIL sens C8	NR2E3 ag-1	NR2E3 ag-2	KKLEB cytotox	Shn3 3UTR inh	HIF-2a inh	Peg3 prom inh	TROY NFkB inh	TWEAK Fn14 block	MITF TRPM1 inh	CF NFkB inh
O=C(O)c1cc([N+](=O)[O-])cc2ccccc12	-24	-16	·	1	-16	11	5	-9	3	7	-13
COc1cccc(-n2nnnc2SCC(=O)NCc2ccc3c(c2)OCO3)c1	16	9	6	15	12	-13	-2	-8	81*	-5	-12
O=C(c1ccc(S(=O)(=O)N2CCCC2)cc1)N1CCN(Cc2ccc3c(c2)OCO3)CC1	-8	-20	0	5	-33	0	7	1	11	5	-22

# Following part
SMILES,TRAIL sens C8,NR2E3 ag-1,NR2E3 ag-2,KKLEB cytotox,Shn3 3UTR inh,HIF-2a inh,Peg3 prom inh,TROY NFkB inh,TWEAK Fn14 block,MITF TRPM1 inh,CF NFkB inh
CSc1ccc(/C=N/Nc2nc(C)cc(C)n2)cc1,11,-5,4,-13,-25,-113,-56,-4,-9,-44,20
COc1ccc(OC)c(-n2c(SCC(C)=O)nnc2-c2cccc(S(=O)(=O)N(C)C)c2)c1,-10,7,3,-11,-4,12,7,-24,10,10,-5
CCNc1nnc(CSc2nc3ccccc3s2)s1,-1,-39,2,1,-15,-170,-151,-26,-7,-11,14
N#Cc1c(C(F)(F)F)cc(-c2ccccc2)[nH]c1=O,5,-32,1,2,-10,11,0,10,34,16,-5
O=C(c1ccccc1)c1cc([N+](=O)[O-])ccc1N1CCOCC1,11,-6,0,-11,-2,26,22,17,-13,13,7
CC1Oc2ccccc2N(CC(=O)Nc2ccc(F)cc2)C1=O (stereo not drawn),2,-22,-2,-1,2,19,6,-6,8,-8,9
COc1cccc(-c2nc(-c3ccc(NC(=O)c4cccnc4)cc3)no2)c1,9,12,1,-5,35,-39,-92,-21,-18,-3,-8
C=CCn1c(=O)c2ccccc2n2c(SCC(=O)Nc3cc(C)on3)nnc12,-12,-12,3,2,8,22,12,-21,-13,8,-1
CC(=O)c1nn(-c2cccc(Br)c2)cc1C(=O)c1ccc2ccccc2c1,21,3,-3,-11,15,10,-17,2,-94,16,3
C=CCNS(=O)(=O)c1nc(C)c(Cl)c(C)c1C#N,1,-8,0,9,4,2,7,-3,-8,5,3
Cc1cc(C)n2c3c(c(C#N)c2n1)CCCC3,-7,-11,-2,4,9,-4,1,-10,-12,-10,-10
O=C(C1CC(=O)N(c2ccc(Cl)cc2)C1)N1CCOCC1 (stereo not drawn),-9,-3,0,-3,-22,13,3,-21,-12,0,8
O=[N+]([O-])c1ccc(/C=N/Nc2nc(N3CCCC3)nc(N3CCCC3)n2)o1,9,-4,-2,3,2,1,15,2,-2,44,-7
Cn1cnc([N+](=O)[O-])c1Sc1nnc(-c2cccnc2)n1C,0,15,·,-2,-5,-3,20,3,9,8,20
Cc1ccccc1-c1nnc2c3ccccc3c(C)nn12,-6,-2,6,12,-1,-18,-11,-24,1,18,-4
O=C(Cc1ccccc1)Nc1ccc(N2CCOCC2)cc1N1CCOCC1,3,12,2,6,15,13,12,-9,2,6,-13
CCc1ccc(N(C(=O)c2snc(C(N)=O)c2N)C(C(=O)NCC2CCCO2)c2cccs2)cc1 (stereo not drawn),-4,-56,-2,1,-23,-128,-37,23,-2,-11,2
COc1ccc(/C=N/Nc2ncc(-c3ccccc3)cn2)c(OC)c1,16,12,2,4,-7,27,21,-16,-8,2,6
Cc1cccc(NS(=O)(=O)c2nnc(NC(=O)C3CCCCC3)s2)c1,16,2,0,-11,-2,9,2,3,0,1,11
